Compound activity: PubChem BioAssay, several laboratories
PG9 Ab binder – binds the HIV-1 gp120 antibody PG9 | TR-FRET gp120-PG9 antibody binding | inhibition, % at 6.7 µM | 360,000 tested, 0.43% active; in the data active means inhibition above about 8.5%
ARFGAP1 inh – inhibits rat ARF GTPase activating protein 1; Q62848; Arfgap1-stimulated ARF1 GTP hydrolysis, GDP FP detection; inhibition, % at 16.5 µM; 360,000 tested, 0.26% active; AID 651572;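 active means inhibition above a per-plate limit, mean inhibition of low control wells plus 3 SD, cut at about 25% in these data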;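 further: 0% = DMSO wells with enzyme and 100% = wells lacking Arfgap1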
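Material: rat Arfgap1 catalytic domain, aa 1-136; also added: human ARF1(Δ1-17)-GTP substrate; compound dosing: one concentration, 16.5 µM, DMSO 1.26%; incubation: GTP hydrolysis reaction 2 h at 25 °C; measured by: Tracer-displacement fluorescence polarization with EDTA stop, 620/688 nm; evaluation: % inhibition from polarization; repeats: one replicate per compound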
HTRA1 inhibitor – blocks human HTRA1 serine peptidase | Q92743 | recombinant HTRA1, FP-rhodamine activity-based probe, fluorescence polarization | 340,000 tested, 0.5% active | inhibition, % at 5.96 µM; in the data active means inhibition above about 36%;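 further: 0% = enzyme with DMSO and 100% = wells lacking enzyme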
NR1D1 modulator – Rev-erb alpha (human) modulation; P20393; Rev-erbα–FITC-DNA binding, fluorescence polarization, 90 min; activity, % at 10 µM; 370,000 tested, 0.79% active; AID 1259318;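 active means activity above about 14%, limit read from the data; passing the limit was not always enough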;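 further: 0% = DMSO wells with 35 nM protein and 100% = DMSO wells with 750 nM protein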
ABHD4 inh – ABHD4 (mouse) inhibition, primary FP screen; purified mABHD4, FP-Rh probe fluorescence polarization; inhibition, % at 8.92 µM; 370,000 tested, 0.54% active;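 active means inhibition exceeding the mean over every tested compound plus 3 SD, cut at about 30% in these data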;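 further: 0% = plate median of compound wells and 100% = S159A mutant with DMSO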
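assay system = mABHD4 protein | compound dosing = single nominal dose of 8.92 µM, 0.89% DMSO final | read-out basis = percent inhibition of probe binding, normalized to plate controls | schedule = Enzyme–compound pre-incubation 45 min, then probe 60 min, both 25 °C | detection = fluorescence polarization, excitation 525 nm, emission 598 nm, BODIPY TMR filters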
rCAG binder – r(CAG) repeat RNA binding | TO-PRO-1 dye displacement fluorescence | AID 651821 | inhibition, % at 3 µM | 370,000 tested, 1.3% active;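 active means inhibition above the plate cutoff, the mean of all test compounds on that plate plus 3 SD, cut at about 35% in these data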;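 further: 0% = DMSO alone and 100% = 100 µM mitoxantrone as full dye displacement; higher means more dye released from RNA so lower well fluorescence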
ASAP1 GAP inh – ASAP1 ArfGAP inhibition; Q9ULH1; ASAP1-stimulated ARF1 GTP hydrolysis, GDP FP detection; inhibition, % at 16.5 µM; 360,000 tested, 0.19% active; in the data active means inhibition above about 25%;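 further: 0% = vehicle with enzyme and substrate and 100% = no enzyme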
SMARCA2 act – SMARCA2 function activation, primary screen | MG213 cells, MMTV-luciferase reporter, dexamethasone, overnight | activation, % at 9.1 µM | 370,000 tested, 1% active | AID 652017; in the data active means activation above about 7.8%;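 further: 0% = vehicle wells and 100% = reference activator wells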
NPR2 activator – GC-B (human) receptor activation; AID 1920062; activation, % at 10 µM; 370,000 tested, 0.11% active; HEK293-GC-B cells, CNP EC30, cGMP TR-FRET; 0% at EC30 CNP, 100% saturating CNP; P20594;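 active means activation at 10 µM reaching about 35% in either raw or pattern-adjusted values, limit read from the data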
Target sequence (P20594 whole entry, looked up): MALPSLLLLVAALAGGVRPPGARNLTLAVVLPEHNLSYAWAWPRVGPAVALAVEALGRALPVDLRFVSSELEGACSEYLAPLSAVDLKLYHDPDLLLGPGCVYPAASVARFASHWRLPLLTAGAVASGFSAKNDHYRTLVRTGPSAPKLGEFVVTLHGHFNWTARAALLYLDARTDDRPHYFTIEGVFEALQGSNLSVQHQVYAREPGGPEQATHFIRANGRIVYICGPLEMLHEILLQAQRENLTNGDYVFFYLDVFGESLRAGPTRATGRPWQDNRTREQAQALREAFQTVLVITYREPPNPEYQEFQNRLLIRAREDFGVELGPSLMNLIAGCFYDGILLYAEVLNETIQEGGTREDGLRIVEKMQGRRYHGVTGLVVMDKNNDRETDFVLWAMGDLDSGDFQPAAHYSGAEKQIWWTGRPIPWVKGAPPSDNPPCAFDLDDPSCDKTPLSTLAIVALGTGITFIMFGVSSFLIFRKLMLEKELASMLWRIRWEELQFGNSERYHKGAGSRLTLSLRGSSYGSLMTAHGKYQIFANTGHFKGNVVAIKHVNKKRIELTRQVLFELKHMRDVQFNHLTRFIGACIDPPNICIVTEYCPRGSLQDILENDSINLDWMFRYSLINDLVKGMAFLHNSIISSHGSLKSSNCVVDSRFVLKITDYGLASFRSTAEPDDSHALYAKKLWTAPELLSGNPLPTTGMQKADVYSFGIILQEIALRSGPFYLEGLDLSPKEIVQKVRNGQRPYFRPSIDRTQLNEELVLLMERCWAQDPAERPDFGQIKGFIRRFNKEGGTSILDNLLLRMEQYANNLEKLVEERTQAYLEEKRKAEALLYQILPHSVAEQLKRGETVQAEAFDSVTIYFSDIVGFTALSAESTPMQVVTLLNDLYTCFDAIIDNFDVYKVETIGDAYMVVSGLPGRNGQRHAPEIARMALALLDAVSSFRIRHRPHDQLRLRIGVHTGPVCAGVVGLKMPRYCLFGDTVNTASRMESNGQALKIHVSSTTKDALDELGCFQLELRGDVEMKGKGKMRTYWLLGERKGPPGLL
NPR1 activator – GC-A (human) enzyme activation; P16066; HEK293 GC-A cells, cGMP TR-FRET, EC30 ANP; 0% at EC30 ANP, 100% saturating ANP; activation, % at 10 µM; 370,000 tested, 0.14% active; AID 1671463; in the data active means activation above about 40%
* marks the source's active call; other numbers are inactive results; . = not tested or not shown.

SMILES | PG9 Ab binder | ARFGAP1 inh | HTRA1 inhibitor | NR1D1 modulator | ABHD4 inh | rCAG binder | ASAP1 GAP inh | SMARCA2 act | NPR2 activator | NPR1 activator
CC(C)CCN1CCC(CN2C(=O)C(=O)NC[C@@H]2CC(C)C)CC1 | 0.9 | 3 | . | 1 | 2 | 0 | 3 | -1 | -1 | 3
COC(=O)[C@@]1(Cc2ccc(OC)cc2)[C@H]2c3cc(C(=O)N(C)C)n(C[C@H](O)CO)c3C[C@H]2CN1C(=O)c1ccccc1 | -0.8 | 4 | . | -6 | 5 | 3 | 14 | -2 | 2 | 3
CCCCn1c(N)c(N(CCOC)C(=O)CSCc2cccc(C)c2)c(=O)[nH]c1=O | -1.8 | -8 | 0 | -1 | 1 | -1 | -6 | -3 | 1 | 0
Cc1ccnc(N2CCC(C(=O)Nc3ccc(Oc4ccccc4)cc3)CC2)n1 | 0.7 | -11 | 5 | 24* | 7 | 1 | -2 | 0 | 2 | 6
CCN(c1cccc(C)c1)S(=O)(=O)c1ccc2c(c1)oc(=O)n2C | -1.2 | 0 | -3 | 4 | -2 | 0 | -6 | -1 | -3 | -3
Cc1ccc(C(C)C)c(OCc2ccc(C(=O)N/N=C/c3ccc(O)c(O)c3)cc2)c1 | 1.7 | 9 | 63* | 1 | 18 | 23 | 13 | -10 | -2 | -16
CC(=O)Nc1ccc(S(=O)(=O)NCCc2ccccn2)cc1 | -0.3 | 9 | 1 | 0 | -1 | -3 | -3 | 1 | 5 | -4
COc1ccc(C(C)(C)C)cc1NC(=O)CSc1ncn[nH]1 | -0.5 | 6 | -5 | 0 | 1 | -3 | -1 | 0 | 1 | 4
COc1cccc(NC(=O)COc2cccc(-n3cnnn3)c2)c1 | -1.1 | 18 | 4 | -6 | 0 | -1 | 1 | 0 | 4 | -4
Cc1cc(C)n2nc(SC(C)C(=O)N3CC(C)OC(C)C3)nc2n1 (stereo unspecified) | 2.0 | -6 | 1 | -3 | -1 | 1 | -5 | -4 | 3 | -3
CCN(CC)C(=O)C1=C(C)N(CCCOC)C(=O)C(CC(=O)NCCN2CCOCC2)C1 (stereo unspecified) | -0.8 | -11 | -4 | 2 | 1 | -1 | -1 | 0 | -1 | 3
CC(=O)N1CCC2(CC1)CC(=O)c1cc(OCC(=O)NCc3ccco3)ccc1O2 | 0.2 | 5 | 1 | -2 | 7 | 3 | -8 | 1 | 3 | -1
O=C(NC12CC3CC(CC(C3)C1)C2)c1cc([N+](=O)[O-])ccc1Cl | -0.4 | -2 | -3 | 2 | -1 | -3 | 3 | 2 | 1 | -3
COc1ccc(C(=O)C(Cc2cc(C(C)=O)ccc2OC)N2CCCC2)cc1 (stereo unspecified) | -1.4 | 3 | -3 | . | 3 | 0 | -2 | -1 | . | .
Cc1ccc(CSc2nc3nc(C)cc(C)n3n2)cc1 | 1.2 | -2 | -1 | -4 | 3 | -4 | -1 | -2 | 2 | 1
CCN1/C(=C/C=C2/SC(=Nc3cccc4ncccc34)N(C)C2=O)Sc2ccccc21 | -2.5 | -2 | -6 | 5 | 5 | 0 | -1 | -1 | 11 | -1
COc1ccc(CC(=O)N/N=C(\C)CC(=O)NCc2ccco2)cc1OC | -0.5 | 6 | 3 | -4 | 1 | -4 | -6 | -2 | -1 | 4
O=[N+]([O-])c1cc(/C=N/O)ccc1SCc1ccccc1 | -0.2 | 10 | -3 | 2 | 0 | 8 | -15 | 5 | -10 | -1
O=C(CSc1n[nH]c(-c2ccncc2)n1)NC1CCS(=O)(=O)C1 (stereo unspecified) | 0.2 | -6 | 2 | 8 | -4 | 2 | -11 | 1 | 4 | 2
Cn1nc(C(=O)N2CCCCC2)c2c1-c1ccccc1S(=O)(=O)C2 | 0.5 | 1 | 1 | 0 | -8 | -2 | -4 | 0 | 2 | 4

The final four compounds of the section above are carried over, then new ones follow:
SMILES | PG9 Ab binder | ARFGAP1 inh | HTRA1 inhibitor | NR1D1 modulator | ABHD4 inh | rCAG binder | ASAP1 GAP inh | SMARCA2 act | NPR2 activator | NPR1 activator
COc1ccc(CC(=O)N/N=C(\C)CC(=O)NCc2ccco2)cc1OC | -0.5 | 6 | 3 | -4 | 1 | -4 | -6 | -2 | -1 | 4
O=[N+]([O-])c1cc(/C=N/O)ccc1SCc1ccccc1 | -0.2 | 10 | -3 | 2 | 0 | 8 | -15 | 5 | -10 | -1
O=C(CSc1n[nH]c(-c2ccncc2)n1)NC1CCS(=O)(=O)C1 (stereo unspecified) | 0.2 | -6 | 2 | 8 | -4 | 2 | -11 | 1 | 4 | 2
Cn1nc(C(=O)N2CCCCC2)c2c1-c1ccccc1S(=O)(=O)C2 | 0.5 | 1 | 1 | 0 | -8 | -2 | -4 | 0 | 2 | 4
CSc1nccc(Oc2ccccc2Cl)n1 | -0.6 | 1 | . | -6 | 3 | -3 | 1 | 6 | 11 | 4
NC(=O)c1cccc(-c2cnc3c(Nc4cccc(OC(F)(F)C(F)F)c4)nccn23)c1 | 0.6 | 3 | . | 1 | -21 | 8 | 9 | 1 | 3 | -4
Cc1ccc(N2C(=O)c3ccccc3C2Nc2ccc(S(=O)(=O)N3CCCCC3)cc2)nc1 (stereo unspecified) | 3.4 | 12 | -4 | -1 | 2 | 4 | 6 | -3 | 11 | -2
S=C(Nc1ccc(Br)cc1Cl)N1CCC2(CC1)OCCO2 | 0.1 | 4 | -5 | -8 | 0 | -1 | 0 | 1 | 1 | 5
Cc1ccc(S(=O)(=O)N(c2cccc(C(F)(F)F)c2)C2C=CS(=O)(=O)C2)cc1 (stereo unspecified) | -1.4 | 1 | -9 | 0 | -1 | -6 | 0 | -1 | -7 | -18
CC(=O)Oc1cc2c(C(C)=O)coc2c2ccccc12 | -1.2 | -7 | 6 | 1 | -1 | 0 | 10 | 3 | -8 | 16
COc1ccc(-c2nnc(SCC(=O)NCCc3ccc(S(N)(=O)=O)cc3)o2)cc1OC | -1.6 | 3 | 1 | -5 | -7 | 3 | -1 | 1 | 5 | 3
COc1ccc(NC(=O)/C(=C\c2ccc3c(c2)OCO3)NC(C)=O)cc1 | -0.7 | -7 | 3 | -3 | 0 | -2 | -11 | 2 | -2 | -3
CN(C)CCCOc1ccc(Cl)cc1Br | -4.5 | -1 | -3 | -3 | 22 | 2 | 15 | 2 | -3 | 0
CCSc1nnc(-c2ccccc2SC)o1 | 2.7 | 5 | 4 | -3 | 3 | -2 | -6 | -1 | 4 | 18
NC(=O)Cc1ccc(C(=O)c2ccc(F)cc2)s1 | 0.0 | 0 | 0 | 0 | -4 | -2 | -9 | -5 | 1 | 3
COc1ccc(C(=O)NCC(=O)N/N=C/c2ccco2)cc1OC | -1.4 | 2 | 1 | 3 | -2 | 4 | 11 | -2 | 4 | -4
COc1ccc(CSc2nncn2C)cc1F | -0.1 | -4 | 4 | -3 | 1 | 0 | -8 | 0 | 6 | 0
Cc1ccc(NC(=O)CSc2nc(=O)n(CCCN3CCOCC3)c3c2CCCC3)cc1F | -1.2 | -7 | -3 | -5 | 6 | -7 | -9 | -4 | -2 | 2
CCOC(=O)Cc1csc(NC(=O)Nc2ccc(OC(F)(F)F)cc2)n1 | 1.0 | 4 | -4 | 6 | -17 | 23 | -3 | -10 | 8 | 3
Cc1ccc(C(=O)NCC(=O)OCCCOC(=O)CNC(=O)c2ccc(C)c(C)c2)cc1C | 0.5 | 1 | -3 | 3 | -4 | 1 | 2 | -3 | 0 | 1
O=C(N/N=C\c1cccc(Cl)c1)c1ccc(Cn2cccn2)o1 | -1.9 | -5 | 2 | -5 | -2 | -6 | -4 | 0 | 1 | 4
C=CCCCCCCCCC(=O)N1CCN(c2cc3c(cc2F)c(=O)c(C(=O)O)cn3CC)CC1 | -1.6 | 4 | 9 | 3 | 1 | -1 | -17 | -3 | -4 | -9
CCOC(=O)Cc1cc(=O)n(-c2nc3ccccc3s2)[nH]1 | -1.8 | -4 | 49* | 3 | 4 | 73* | 7 | 2 | 1 | 0
NC(=O)c1ncn([C@@H]2O[C@H](CNC(=O)[C@H](N)CSCc3ccccc3)[C@@H](O)[C@H]2O)n1 | -0.5 | 0 | -3 | -2 | -4 | 2 | -4 | 4 | -2 | 2
S=C(NCCN1CCOCC1)Nc1ccc(Nc2ccccc2)cc1 | -7.2 | 0 | 2 | -6 | 2 | -3 | 8 | -3 | -7 | 1
O=C(Nc1cccc(C(F)(F)F)c1)C(=O)N1CCCCC1 | -1.9 | 11 | 2 | 0 | -5 | 0 | 3 | 9.5* | -2 | 4
Nc1c(C(=O)O)ccc2c1C(=O)c1ccccc1C2=O | -15 | -2 | 2 | 4 | 2 | 10 | -5 | 4 | -9 | -11
CCCCCOc1ccc(OC(=O)c2ccncc2)cc1 | -0.3 | 11 | 3 | 1 | 2 | -4 | 12 | 0 | 1 | 5
Cn1nnnc1Sc1ncnc2scc(-c3ccc(C(F)(F)F)cc3)c12 | -0.4 | 6 | -21 | 8 | 0 | -3 | -2 | -2 | 6 | -1
CCN(CC(=O)Nc1ccc(Br)cc1F)CC(=O)NC1CCS(=O)(=O)C1 (stereo unspecified) | -3.5 | -1 | 2 | -3 | 0 | 1 | -7 | -4 | 1 | 2
COc1ccc(NC2=NCC(=O)N2Cc2cccs2)cc1 | 2.8 | 8 | 0 | -1 | -10 | 3 | -9 | -5 | 5 | -2
COCCC(=O)N1CCC(Oc2ccc(C(=O)N3CCCCC3COC)cc2)CC1 (stereo unspecified) | -1.5 | -4 | -1 | 2 | -8 | -8 | -24 | 2 | 4 | 0
O=C(c1ccc(Cl)cc1)N1CCN(c2ccccn2)CC1 | . | . | . | 2 | 1 | . | . | . | -1 | 0
CCOC(=O)C1(Cc2cccc(F)c2)CCN(Cc2cnn(CC)c2C)CC1 | -1.1 | -2 | . | 1 | -3 | -8 | -4 | -4 | 3 | 3
CCOC(=O)C1CCN(C(=O)c2c(-c3c(Cl)cccc3Cl)noc2C)CC1 | 1.4 | 17 | -2 | 1 | 1 | -10 | -4 | -2 | -1 | -2
CC(C)(C)NC(=O)CSC(=Nc1ccc(F)cc1)NC#N | -0.9 | 10 | -4 | 1 | 1 | 4 | 11 | 1 | 2 | 0
CCC(C)(C(=O)NC1CCCC1)N(CC1CCCO1)C(=O)CNC(=O)c1ccccc1 (stereo unspecified) | -1.3 | 3 | -5 | 0 | 2 | -6 | 0 | -1 | 5 | 2
O=C(Nc1ccccc1)c1cc(C2CCCCN2C(=O)CCCc2ccccc2)on1 (stereo unspecified) | 0.9 | 0 | . | 4 | -17 | 5 | 5 | -3 | -4 | -3
Cn1cnnc1SCCCN1C(=O)c2cccc3cccc(c23)C1=O | -1.1 | 7 | -1 | -8 | -5 | -5 | 20 | 1 | -3 | 4
Fc1ccccc1CSc1ncnc2c1oc1ccccc12 | -1.9 | 6 | -3 | 1 | -3 | 2 | -2 | -3 | 0 | -5
CCOc1ccccc1N=Cc1c(O)n(C)c(=O)n(C)c1=O | -0.4 | -4 | -3 | 0 | -1 | -3 | 9 | -1 | -1 | 0
CCOC(=O)NC(=O)c1cn(C(CC)CO)c(=O)[nH]c1=O (stereo unspecified) | -0.7 | -5 | 7 | -2 | 5 | 0 | -10 | 0 | -1 | 4
